TRPM1 prom inh = inhibitors of MITF-dependent TRPM1 promoter reporter, primary screen, cell-based, SK-MEL-5, single point, luciferase | inhibition, % at 12.5 µM | AID 488899, 2010 | 0.83% of 330,000 active | SK-MEL-5 TRPM1 promoter luciferase, 24 h;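 active = mean inhibition across replicates of 60% or more, whatever share of single replicates reaches that level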; note: values of inactives mirror those of a sister screen read the other way
Vif inh = HIV Vif self-association inhibitors, primary screen, imaging, HEK293T, single point; HEK293T cells, Vif self-association by quenched fluorescence, 24 h; inhibition, % at 7.49 µM; 0.35% of 340,000 active; AID 602346, 2012; in the data active = inhibition above about 50%, passing the limit was not always enough; note: some results filed as inactive read as strong as hits
CaV13 ICDI inh = Primary screen for inhibitors of IQ motif and Ca2+-dependent inactivation inhibitor domain binding in CACNA1D, Förster resonance energy transfer in living cells, …; HEK cells, CFP/YFP FRET ICDI-IQ, plate reader, 10 min; percent FRET-ratio fall versus neutral wells; inhibition, % at 12.3 µM; 0.098% of 340,000 active; AID 743397;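 active = mean replicate inhibition of at least 30% and at least 1% of replicates passing that level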;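 note: 0% = median of the neutral control wells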
PDI inh = inhibitors of human PDI, primary screen, biochemical, turbidity, single point, plate reader. inhibition, % at 10 µM. AID 588391, 2011. 0.052% of 350,000 active. Protein disulfide-isomerase (Homo sapiens), P07237. PDI insulin aggregation turbidity, A650, 90 min;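 active = mean inhibition across replicates of 30% or more, whatever share of single replicates reach that level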;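 note: absorbance from insulin aggregation driven by PDI reduction with DTT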
Target sequence (P07237 whole entry, looked up): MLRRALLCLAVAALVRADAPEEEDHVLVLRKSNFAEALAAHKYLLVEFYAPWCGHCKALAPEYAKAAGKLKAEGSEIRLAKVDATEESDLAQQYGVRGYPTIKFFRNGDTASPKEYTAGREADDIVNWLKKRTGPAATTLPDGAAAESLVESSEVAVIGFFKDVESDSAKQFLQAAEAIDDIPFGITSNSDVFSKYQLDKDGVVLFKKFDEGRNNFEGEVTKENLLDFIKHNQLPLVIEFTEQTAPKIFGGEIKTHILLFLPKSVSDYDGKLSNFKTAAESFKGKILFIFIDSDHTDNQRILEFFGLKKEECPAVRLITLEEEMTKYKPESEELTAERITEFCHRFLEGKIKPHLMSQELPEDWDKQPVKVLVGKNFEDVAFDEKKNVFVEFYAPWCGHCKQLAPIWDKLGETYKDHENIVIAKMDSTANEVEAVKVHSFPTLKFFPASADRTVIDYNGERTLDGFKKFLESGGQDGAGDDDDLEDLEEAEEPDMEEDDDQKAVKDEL
CF NFkB block = inhibitors of PAF-induced NF-kB signaling, primary screen, cell-based, GFP fluorescence, uHTS; KKLEB NF-kB-GFP reporter, GFP fluorescence overnight; inhibition, % at 5 µM; 0.86% of 360,000 active; AID 588850, 2011;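 active = at least 50% inhibition at 5 µM, scaled per plate between neutral and stimulator controls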;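 note: PAF is a Pseudomonas aeruginosa culture filtrate used as stimulus; plate controls were PAF-stimulated DMSO wells for no effect and unstimulated DMSO wells for full effect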
NR2E3 ag-1 = inhibitors of NR2E3-RetCOR corepressor binding, primary screen, NR2E3 agonist project, biochemical, TR-FRET, GST-NR2E3, biotin-RetCOR | Photoreceptor-specific nuclear receptor (Homo sapiens), Q9Y5X4 | 0.12% of 320,000 active | 1536-well | inhibition of corepressor binding, % at 4.78 µM | AID 2300, 2010;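 active = percent inhibition above the cutoff of mean plus 3 SD of all tested compounds, set per screening campaign, cut at about 20% in these data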;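 note: 0% = DMSO wells and 100% = biotin wells as full block of FRET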
Target sequence (Q9Y5X4 whole entry, looked up): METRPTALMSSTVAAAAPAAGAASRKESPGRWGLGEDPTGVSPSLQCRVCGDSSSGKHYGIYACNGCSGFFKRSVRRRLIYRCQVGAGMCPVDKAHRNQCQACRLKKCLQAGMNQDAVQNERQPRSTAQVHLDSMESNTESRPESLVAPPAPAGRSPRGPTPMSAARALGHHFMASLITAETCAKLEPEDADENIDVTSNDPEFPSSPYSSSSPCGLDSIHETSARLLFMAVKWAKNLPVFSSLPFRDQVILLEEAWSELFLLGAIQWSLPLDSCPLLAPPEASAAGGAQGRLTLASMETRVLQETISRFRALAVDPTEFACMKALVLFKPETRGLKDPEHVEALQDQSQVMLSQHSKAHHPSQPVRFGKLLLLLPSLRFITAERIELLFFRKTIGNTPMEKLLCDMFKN
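Material: NR2E3–RetCOR corepressor complex / Amount: 1.35 nM GST-NR2E3 / Medium: Tris pH 7.5 / Compound: single nominal compound dose of 4.8 µM / Incubation: 5 h at 4 °C / Technique: TR-FRET, Eu(K)-anti-GST donor, streptavidin-D2 acceptor, ex 340, em 617/671 nm / Read-out basis: percent loss of FRET ratio relative to control wells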
KKLEB tox = cytotoxicity in KKLEB CF airway cells, primary screen, cytotoxicity control for CF NF-kB inhibitor project, cell-based, uHTS, fluorescence assay plates; 0.36% of 360,000 active; KKLEB CF airway cells viability, ATPlite luminescence, overnight; active compounds read low; cells stimulated with P. aeruginosa culture filtrate; activity change (cytotoxicity), % at 5 µM;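 active = corrected activity change at or below -50% at 5 µM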
Shn3 inh set2 = reduction of Shn3 3'UTR firefly luciferase signal, primary screen, Schnurri-3 inhibitor project, cell-based, Clone20 osteoblasts, set 2. Clone20 osteoblast Shn3 3'UTR firefly luciferase, 24 h. inhibition, % at 12.5 µM. 0.52% of 360,000 active;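 active = mean inhibition of at least 75% with every replicate also reaching 75%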;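 note: 0% = median of neutral control wells and 100% = pilot-screen positive control compound; some compounds past the cut are filed as inactive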
Peg3 promoter = Peg3 promoter-driven luciferase inhibitors, primary screen, cell-based, HeLa, luciferase luminescence | inhibition, % at 20 µM | HeLa PEG-Prom luciferase reporter, overnight | AID 588405, 2011 | 1.7% of 360,000 active;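 active = inhibition of at least 50% at 20 µM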
NR2E3 ag-2 = NR2E3 agonists in two-hybrid cells, primary screen, cell-based, luminescence, CHO-S, Gal4-NCOR/VP16-NR2E3. luciferase. inhibition of corepressor binding, % at 3.98 µM. 0.35% of 360,000 active. AID 602229, 2012;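 active = inhibition above the mean of all tested compounds plus 3 SD, cut at about 70% in these data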;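 note: 0% = DMSO with NR2E3 transfected cells and 100% = cells lacking NR2E3 construct; higher means lower luciferase signal from less NR2E3 corepressor binding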
HIF-2a block = HIF-2a reporter inhibitors, primary screen, luminescence, 786-0 RCC cells; 786-0 RCC cells HIF-2a reporter, luciferase luminescence, overnight; inhibition, % at 18.8 µM; 0.72% of 360,000 active;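 active = inhibition of the luminescence signal of 40% or more relative to plate controls, in a single-dose primary screen at 18.75 µM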
* marks the source's active call; other numbers are inactive results; · = not tested or not shown.

canonical_smiles	HIF-2a block	CF NFkB block	CaV13 ICDI inh	PDI inh	Shn3 inh set2	Vif inh	KKLEB tox	NR2E3 ag-1	Peg3 promoter	NR2E3 ag-2	TRPM1 prom inh
COc1ccccc1CC(=O)N1CCN(S(=O)(=O)c2ccccc2F)CC1	16	-4	-5	-8	-4	-6	1	·	12	28	-4
O=C1c2ccc([N+](=O)[O-])cc2NC(c2ccco2)N1/N=C/c1ccco1 (configuration not stated)	-57	-25	-4	5	0	-5	8	4	-52	-16	-25
O=C(COc1ccccc1)NC1CCCCCCC1	-116	-55	-6	-4	7	-4	5	0	-85	-26	-25
COc1ccc(-n2nc(C(=O)NCC(=O)NCCCN3CCOCC3)c3ccccc3c2=O)cc1	15	61*	-2	-1	2	9	12	0	15	-28	-2
CC1CCC(C(C)C)C(OC(=O)C[n+]2cccc(C(N)=O)c2)C1 (configuration not stated)	11	5	-5	1	5	24	-9	-2	0	-13	-4
O=C(CCn1c(=O)oc2ccccc21)Nc1ccc(N2CCOCC2)cc1	-1	13	-4	13	21	1	-7	-1	14	-17	18
CC(=O)N1[C@H](C)C=C[C@]1(Cc1ccccc1)C(=O)NCCc1c[nH]c2ccccc12	13	-9	·	-3	-15	-7	20	4	-6	-1	3
O=C(Nc1cccc(Cl)c1)N1CCN2C(=O)c3ccccc3C12c1ccccc1 (configuration not stated)	25	-8	·	-3	40	13	-6	-2	36	17	8
Cc1c(-n2c(SCC(N)=O)nc3ccccc3c2=O)c(=O)n(-c2ccccc2)n1C	14	-6	-5	-1	10	2	2	5	6	-6	1
Nc1nnc(SCC(=O)NC2CCCCCC2)s1	-4	-19	-5	0	-4	3	5	-1	-5	32	6
Cc1ccc(NC(=O)CCSc2nc(C)cc(C)n2)cc1	-11	-3	-6	-12	14	-10	8	0	-6	-24	4
CCCCCC(=O)Nc1ccc(-c2csc(N)n2)cc1	-264	4	-3	1	-22	4	4	0	-224	-4	-46
CCOc1ccc(NC(=O)CN(C)C(=O)c2ccc(OCC3CCCO3)cc2)cc1OCC (configuration not stated)	23	-1	-6	-4	-14	-3	1	2	4	-18	0
CC1=NN(CCC#N)C(=O)/C1=C/c1ccc(N(C)C)cc1	10	-10	-22	-2	-10	-4	2	0	10	-5	-1
COC(=O)COc1ccc(/C=N/NS(=O)(=O)c2ccccc2)cc1	23	-5	-21	3	-13	0	11	-2	4	16	3
Cc1nnc2sc(-c3ccccn3)nn12	3	5	-4	-1	-7	6	5	0	-9	-13	-1
CCOc1cccc(C(=O)NC(=S)Nc2ccc(N3CCCC3)cc2)c1	0	1	·	-3	5	-7	1	3	12	0	1
O=C(NCc1ccco1)/C(=C/c1ccccc1)NC(=O)c1ccco1	2	24	-3	1	7	1	5	2	-3	-9	0
CNc1ccc(/C=C2\COc3ccccc3C2=O)cc1[N+](=O)[O-]	-163	35	·	1	-26	16	-25	1	-154	-8	-26
CCOc1ccc(NC(=O)C2CCCN(c3nn4c(=O)cc(C)nc4s3)C2)cc1 (configuration not stated)	0	7	-7	4	0	-3	0	0	-7	1	-6
CCC(C)N(CCNC(=O)c1ccc(NC2=NC3CS(=O)(=O)CC3S2)cc1)Cc1ccco1 (configuration not stated)	6	10	0	·	16	·	-17	1	6	-26	10
COc1ccccc1CNC(=O)Cc1csc(NC(=O)Nc2ccccc2OC)n1	-9	-3	-6	-20	-4	-9	-9	0	31	-9	-8
CC(NC(=O)COC(=O)CCNC(=O)c1ccco1)C12CC3CC(CC(C3)C1)C2 (configuration not stated)	13	1	-5	-1	3	11	4	-2	15	-43	-1
Clc1ccc2nc(-c3ccccc3)c(Cc3ccccc3)n2c1	-85	15	-4	-16	-23	-3	-3	·	-25	-26	·
CSC[C@H]1CN(c2ccccc2)C(=O)[C@@H]1CC(=O)Nc1ccccc1	-5	-10	-4	-2	-10	0	2	·	6	4	·
O=C(COC(=O)/C=C/C(=O)OCC(=O)NC12CC3CC(CC(C3)C1)C2)NC12CC3CC(CC(C3)C1)C2	29	41	-4	0	61	-10	-16	3	103*	-34	76*
COc1ccc(OC)c(-n2c(C)cc(C=O)c2C)c1	12	6	3	-3	22	5	14	-1	0	-34	7
COc1ccc(S(=O)(=O)N2CCN(CC(=O)NC(C)c3cccs3)CC2)cc1 (configuration not stated)	15	26	-4	11	-38	7	-9	·	9	18	·
CC(C)(C)C1CCC(OCC(O)CN2CCN(c3ccccc3)CC2)CC1 (configuration not stated)	15	5	-3	-4	26	0	-6	4	15	3	-3
CN1CCN(C(=O)c2cc3ccccc3[nH]2)CC1	3	-13	-6	3	-6	-6	6	4	-6	-21	14
C#CCN(C[C@@H]1[C@@H](OC(=O)NC2CC2)[C@@H](OC(=O)NC2CC2)Cn2c(=O)ccc(=O)n21)S(=O)(=O)c1ccc(C)cc1	11	53*	-3	-1	49	0	-30	·	4	-2	·
COCCNC(=O)CSc1nc(N)c(NC(=O)c2ccccc2F)c(=O)[nH]1	15	15	-5	6	-7	-5	-1	5	4	16	10
Cn1cccc1C1CCCN1CC(=O)Nc1ccc(C(N)=O)cc1 (configuration not stated)	14	19	-6	4	2	-2	-2	·	-10	-16	2
O=c1cc(CN2CCN(Cc3ccc(F)cc3)C(CCO)C2)[nH]c2ccccc12 (configuration not stated)	25	20	15	16	25	-4	1	2	22	-17	10
NC(=O)c1ccccc1NC(=O)COc1ccc(Cl)cc1	-311	3	-4	12	-16	-7	-4	0	-274	-73	-86
Cc1ccc(N2C(=O)N(CC(=O)Nc3ccc(C)cc3[N+](=O)[O-])C(=O)C2C)cc1 (configuration not stated)	-108	10	-6	7	14	-1	-4	4	-81	-18	-20
CCOc1ccccc1N1CN(C2CCCCC2)CNC1=S	21	-1	-4	-4	·	0	-1	-1	14	-27	·
C/C(=N\NC(=O)c1ccc(C(=O)N/N=C(\C)c2ccco2)o1)c1ccco1	-21	-11	-6	16	-7	-3	16	-3	14	4	0
Cc1cc(=O)[nH]c(N/N=C2/CCCC/C2=C\c2ccccc2)n1	11	-8	-6	-8	-4	5	10	2	4	-16	4
CCCCc1ccc(NC(=O)N[C@@H](C)C(=O)O)cc1	-5	1	-6	-4	17	0	8	2	-12	4	-6
CC[C@H](C)Cc1cn([C@@H](CCCCNC(=O)OC(C)(C)C)C(=O)NCCCCCCCCCCC(=O)N2CCN(C(=O)OC(C)(C)C)CC2)nn1	1	0	-6	10	69	-12	-7	-2	26	25	68*
O=C(O)CCn1ccnc1-c1ccccc1	6	6	-5	3	2	-10	-7	-1	1	-7	-5
COC(=O)c1ccc(C)c(NC(=O)c2ccc(Cn3cc([N+](=O)[O-])cn3)o2)c1	9	6	-3	-5	-5	-3	-7	3	-1	6	5
COc1ccc(/C=C\C(=O)NCc2ccc3c(c2)cc(C)n3C)cc1OC	-1	0	7	·	5	1	-4	2	9	23	-2
CCn1c(-c2ccc(C(C)(C)C)cc2)n[nH]c1=S	-45	0	-1	13	25	-16	0	4	-19	41	4
O=C(Oc1ccc(-c2nnco2)cc1)C1CCN(C(=O)c2ccc(F)cc2)CC1	6	4	-2	11	-2	-5	5	3	14	14	-2
NC(=O)c1ccc(-n2nnnc2SCc2ccc(F)cc2)cc1	15	0	0	-2	7	0	-2	2	6	-19	2
COC(=O)c1ccc(-n2c(C)cc(/C=N/Nc3nc(C)cc(=O)[nH]3)c2C)cc1	1	3	-1	1	5	2	-2	0	21	-1	-18
CC(C)(C)C(=O)C(Cc1ccccc1Cl)n1cncn1 (configuration not stated)	3	2	-5	-4	0	22	-1	0	24	0	18
COc1cc2c(cc1NC(=O)Nc1cccc(C)c1)oc1ccccc12	-21	-5	-4	4	6	-3	5	-1	-11	-15	-20

Later entries
canonical_smiles	HIF-2a block	CF NFkB block	CaV13 ICDI inh	PDI inh	Shn3 inh set2	Vif inh	KKLEB tox	NR2E3 ag-1	Peg3 promoter	NR2E3 ag-2	TRPM1 prom inh
CCn1c(=O)cc(OCC(=O)N2CCCCCC2)c2ccccc21	0	-17	-6	-11	-36	-8	-5	-1	13	-3	6
COCC(=O)N(C)C[C@H]1N[C@@](Cc2ccccc2)(C(=O)OC)[C@H]2C(=O)N(C)C(=O)[C@@H]12	15	-2	-7	4	46	10	-1	·	3	-16	-5
Cc1ccc(NC(=S)N2CCC(c3ccc(C)cc3)C2)cc1 (configuration not stated)	-237	7	-6	-9	12	-2	-6	0	-134	-117	-21
O=C(Nc1cccc(C(=O)N2CCCCC2)c1)C1CCC1	7	-6	-7	-1	9	·	21	·	8	-31	-10
CCOc1cccc(C2/C(=C(/O)c3ccc4c(c3)CC(C)O4)C(=O)C(=O)N2CCN2CCOCC2)c1 (configuration not stated)	-8	-5	-3	-1	0	3	-4	8	-4	14	3
COC(=O)[C@@H]1CCCN1Cc1c(C(=O)N2CCOCC2)nc2c(C)cccn12	4	-7	-2	4	19	2	0	0	13	5	14
Cc1ccc(/C=C2\SC(=S)N(CCCC(=O)Nc3ccccn3)C2=O)cc1	84*	16	0	-2	72	·	1	2	53*	67	79*
CCOC(=O)Cc1csc(NC(=O)C(C)(C)C)n1	-65	10	-10	-5	-20	22	-5	0	-49	-16	-29
Cc1cc(C)nc(SCc2nnc(SCC(=O)NCc3ccco3)n2-c2ccccc2)n1	17	8	·	-8	-11	·	-4	0	-3	-6	3
O=c1[nH]c(CSc2ccccn2)nc2ccccc12	-119	8	-7	-11	-82	3	0	-2	-209	-102	-50
FC(F)(F)c1nc(-c2ccccc2)ncc1-c1nnnn1-c1ccccc1	7	-1	-4	-4	51	-23	15	3	28	15	-4

Shown with each value named: two of the compounds above.
> COc1ccc(-n2nc(C(=O)NCC(=O)NCCCN3CCOCC3)c3ccccc3c2=O)cc1
  HIF-2a block: 15 | CF NFkB block: 61* | CaV13 ICDI inh: -2 | PDI inh: -1 | Shn3 inh set2: 2 | Vif inh: 9 | KKLEB tox: 12 | NR2E3 ag-1: 0 | Peg3 promoter: 15 | NR2E3 ag-2: -28 | TRPM1 prom inh: -2

> CC1CCC(C(C)C)C(OC(=O)C[n+]2cccc(C(N)=O)c2)C1 (configuration not stated)
  HIF-2a block: 11 | CF NFkB block: 5 | CaV13 ICDI inh: -5 | PDI inh: 1 | Shn3 inh set2: 5 | Vif inh: 24 | KKLEB tox: -9 | NR2E3 ag-1: -2 | Peg3 promoter: 0 | NR2E3 ag-2: -13 | TRPM1 prom inh: -4

Source: PubChem

Not a hit list. About 3.3% of those tested had a hit in this group.
